EPAC2 agonist – activates human EPAC2 exchange factor; EPAC2 activation, biochemical qHTS; response scale: 100% = 6.5 mM cAMP response; AID 720711; Q8WZA2; 360,000 compounds, 0.079% hits; Potency, µM (doses to about 154 µM), for inactives: top-dose activation, actives largely listed as activators; note: nearly all actives have a fitted effect of over 50% in size
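In this primary screen, activation is scored as increased exchange of BODIPY-GDP from Rap1B by 100 nM EPAC2, with 50 uM GDP as competitor. Signal is normalized to the 6.5 mM cAMP agonist control.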
FUS yeast rescue – suppressors of FUS proteinopathy in yeast; S. cerevisiae FUS-expressing, growth rescue, OD600, 24 h; Potency, µM (top dose mostly 76.6 µM), without a hit: at the top dose growth rescue (activation), usual class: activators; 390,000 compounds, 0.24% hits; AID 1347120;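 note: plate controls were DMSO vehicle for no effect and reference control for full effect; nearly all actives have a fitted effect of over 55% in size; some results filed as inactive show a strong effect at the top dose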
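Read-out: OD at 600 nm after 24hr at 30C, reporting rescue of FUS-induced yeast toxicity. Cells at OD 0.005 in galactose (2%) minimal medium; compounds tested in a dilution series; CP55940 titration from 92uM final as control.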
EPAC1 ag – agonists of human EPAC1 | O95398 | EPAC1 agonist qHTS, biochemical assay; response scale: 100% = response to 6.5 mM cAMP | Potency, µM (series often up to 154 µM), inactives show at the top dose activation, most hits filed as activators | 360,000 compounds, 0.073% hits; note: nearly all actives have a fitted effect of over 60% in size
Target sequence (O95398 whole entry, looked up): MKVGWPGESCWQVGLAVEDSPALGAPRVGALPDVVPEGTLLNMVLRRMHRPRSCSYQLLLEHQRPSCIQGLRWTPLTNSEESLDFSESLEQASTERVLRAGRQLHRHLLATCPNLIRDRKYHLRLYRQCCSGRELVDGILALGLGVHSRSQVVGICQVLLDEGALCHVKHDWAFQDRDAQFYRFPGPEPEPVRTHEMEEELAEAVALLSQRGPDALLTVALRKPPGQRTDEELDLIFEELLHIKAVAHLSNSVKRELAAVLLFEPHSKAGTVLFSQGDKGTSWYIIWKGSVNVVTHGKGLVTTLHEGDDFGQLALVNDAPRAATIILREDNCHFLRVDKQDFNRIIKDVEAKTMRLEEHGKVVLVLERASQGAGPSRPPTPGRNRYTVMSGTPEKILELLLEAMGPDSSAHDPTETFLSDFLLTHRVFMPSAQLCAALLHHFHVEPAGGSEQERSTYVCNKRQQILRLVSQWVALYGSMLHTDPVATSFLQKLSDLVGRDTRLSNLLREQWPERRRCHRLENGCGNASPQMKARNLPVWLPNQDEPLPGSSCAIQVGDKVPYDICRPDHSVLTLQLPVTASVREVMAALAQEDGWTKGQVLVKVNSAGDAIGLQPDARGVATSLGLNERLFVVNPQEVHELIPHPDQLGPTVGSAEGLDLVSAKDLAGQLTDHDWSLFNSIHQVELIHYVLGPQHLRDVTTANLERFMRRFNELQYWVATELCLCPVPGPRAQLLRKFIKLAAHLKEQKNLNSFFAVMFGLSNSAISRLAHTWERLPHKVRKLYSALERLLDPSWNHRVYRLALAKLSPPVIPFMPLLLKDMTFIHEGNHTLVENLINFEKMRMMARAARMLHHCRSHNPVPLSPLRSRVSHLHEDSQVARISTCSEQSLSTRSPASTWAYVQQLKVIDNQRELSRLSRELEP
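Nucleotide exchange assay: 100 nM EPAC1 with 250 nM Rap1B loaded with BODIPY-GDP and 50 uM GDP, room temperature. Fluorescence (480/540 nm) read every 5 min for 30 min; signal change normalized to 6.5 mM cAMP as full agonist.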
EPAC2 antag – EPAC2 (human) antagonism. Q8WZA2. EPAC2 GEF exchange of Rap1B-BODIPY-GDP, fluorescence. Potency, µM (highest dose often 114 µM), inactives show at the highest dose activity, negative = inhibition, hits mostly inhibitors. 360,000 compounds, 0.18% hits; note: % is set by controls: 0 for no effect and ±100 for the full control effect; nearly all actives have a fitted effect of over 45% in size; many of its hits are not listed in these tables
EPAC1 antag – EPAC1 (human) antagonism; EPAC1 GEF assay, Rap1b-BODIPY-GDP exchange fluorescence; Potency, µM (top dose mostly 115 µM), inactives show top-dose activity change, negative = inhibition, hits mostly inhibitors; 360,000 compounds, 0.14% hits; AID 720709;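 note: plate controls were vehicle for no effect and positive control for full effect; nearly all actives have a fitted effect of over 50% in size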
PTHR1 agonist – agonists of human PTHR1 parathyroid hormone receptor | AID 743266 | Potency, µM (series often up to 115 µM), for the others: at the highest dose activation, hits mostly activators | HEK293 GP2 PTHR1 cells, GloSensor cAMP luminescence, 1 h | 410,000 compounds, 0.075% hits; note: nearly all actives have a fitted effect of over 55% in size; some results filed as inactive show a strong effect at the top dose; inactives centre near -15; many of its hits are not listed in these tables
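HEK-293-derived GP2 cells expressing PTHR1 and a GloSensor cAMP reporter, 3,000/well, plated overnight, given luciferin plus IBMX (each 0.5 mM as added) for 1 h at 37 °C, then compound for 1 h at 37 °C. Luminescence was read after 15 min at room temperature.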
aSyn rescue – alpha-synuclein toxicity inhibition in yeast. Potency, µM (top dose mostly 46.1 µM), for the others: at the top dose growth rescue (activation), actives largely listed as activators. Yeast expressing alpha-synuclein, growth rescue, BacTiter-Glo, 24 h. 370,000 compounds, 0.14% hits; note: % of control where 0% means no effect; nearly all actives have a fitted effect of over 65% in size
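Readout is rescue of growth in alpha-synuclein-expressing yeast, so inhibitors of toxicity appear as activators. Growth after 24 hr at 30 deg C in galactose medium is quantified by luminescence.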
TDP-43 yeast inh – TDP-43 toxicity inhibition in yeast; TDP-43 expressing yeast growth rescue, BacTiter-Glo, 24 h; Potency, µM (series often up to 46.1 µM), for the others: top-dose growth rescue (activation), actives largely listed as activators; 410,000 compounds, 1.8% hits; AID 652104; note: % of control where 0% means no effect; nearly all actives have a fitted effect of over 50% in size
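Yeast cells expressing TDP-43 under galactose induction are exposed to compounds for 24 hr at 30 deg C. BacTiter-Glo luminescence measures growth, so protective compounds score as activators.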
Starred values were filed as active, the others as inactive; i = inactive; ? = inconclusive; · = no result given; [ ] = another dose, or the depositor's remark. Calls come from the whole dose curve; as a rule, active = well fitted curve in the direction sought with a large enough effect; inconclusive = small, poorly fitted or top-dose-only effect, or another doubt; inactive = no such curve, though single readings can be large; an effect the other way counts as inactive or inconclusive. Potency is the fitted concentration of half-maximal effect.

The first 5 entries as a preview:
Compound | EPAC2 agonist | EPAC1 antag | EPAC2 antag | EPAC1 ag | aSyn rescue | PTHR1 agonist | FUS yeast rescue | TDP-43 yeast inh
COc1ccccc1CCNC(=O)C(=O)NCC1OCCN1S(=O)(=O)c1ccc2c(c1)OCCO2 (centres undefined) | 8% | ? | -8% | -6% | 1% | -33%[inhibitor] | 36% | -13%
C=C(C)Cn1c(COc2ccccc2)nnc1SCC(=O)O | -5% | -13% | -3% | 6% | -1% | i | 0% | -1%
O=C(CN1C(=O)CSc2ncccc21)Nc1cccc(Cl)c1 | 5% | -10% | 22% | -22% | 9% | -16% | -26% | 12%
Cc1ccc(NC(Cc2cc(C)no2)c2ccccc2)cc1 (centres undefined) | 0% | 0% | ? | 7% | 2% | i | 17% | ?
CCOc1ccccc1NC(=O)Cn1nnc(C(=O)NCCc2ccc(OCC)c(OCC)c2)c1N | -11% | -6% | 12% | -16% | 1% | -23% | 38% | -13%

The list itself, repeating the preview:
Compound | EPAC2 agonist | EPAC1 antag | EPAC2 antag | EPAC1 ag | aSyn rescue | PTHR1 agonist | FUS yeast rescue | TDP-43 yeast inh
COc1ccccc1CCNC(=O)C(=O)NCC1OCCN1S(=O)(=O)c1ccc2c(c1)OCCO2 (centres undefined) | 8% | ? | -8% | -6% | 1% | -33%[inhibitor] | 36% | -13%
C=C(C)Cn1c(COc2ccccc2)nnc1SCC(=O)O | -5% | -13% | -3% | 6% | -1% | i | 0% | -1%
O=C(CN1C(=O)CSc2ncccc21)Nc1cccc(Cl)c1 | 5% | -10% | 22% | -22% | 9% | -16% | -26% | 12%
Cc1ccc(NC(Cc2cc(C)no2)c2ccccc2)cc1 (centres undefined) | 0% | 0% | ? | 7% | 2% | i | 17% | ?
CCOc1ccccc1NC(=O)Cn1nnc(C(=O)NCCc2ccc(OCC)c(OCC)c2)c1N | -11% | -6% | 12% | -16% | 1% | -23% | 38% | -13%
CCOC(=O)c1cc(-c2ccc(C)cc2)n(CC(=O)NCc2ccco2)c1C | -3% | 17% | 7% | 2% | -3% | i | -23% | -2%
COc1ccccc1OCCNC(=O)Cc1ccc(Cl)c(Cl)c1 | 12% | 4% | 17% | 0% | 4% | -7% | 23% | 0%
Cc1ccccc1NC(=O)c1ccc2nc(N3CCOCC3)sc2c1 | 6% | -2% | 12% | -6% | -1% | -13% | -13% | 15%
CC(C)CC(C(=O)NC(C)(C)C)N(Cc1ccccc1Cl)C(=O)c1snc(C(N)=O)c1N (centres undefined) | -3% | -18% | ? | -3% | 4% | -7% | -2% | 26%
COc1ccc(C(=O)N2CCCc3ccccc32)cc1 | -6% | -1% | 2% | 9% | 4% | i | 13% | 18%
O=C(NCc1ccccc1)C1CCC(CNS(=O)(=O)c2cccs2)CC1 (centres undefined) | 3% | -6% | 1% | 3% | 8% | -2% | 3% | 2%
C(=N\n1cnnc1)/c1cccs1 | 5% | 4% | 4% | 8% | -8% | i | 4% | 4%
CN(C)C(=O)N1CCCC(C(=O)NCc2ccccc2)C1 (centres undefined) | 6% | 3% | 1% | 0% | -7% | -1%[57.5 µM] | -12% | -6%
CC(C)(C)c1nc(-c2ccccc2)nc2c1OCCC2 | 3% | 2% | ? | -19% | 9% | -21% | 16% | 15%
O=C(Nc1c(Cl)cccc1Cl)c1ccc(-c2ccccc2)cc1 | 18% | -13% | -7% | 13% | -6% | -1%[57.5 µM] | -10% | 4%
O=C(O)CCN1C(=O)/C(=C\c2cccc(OCC(=O)Nc3ccc(Cl)cc3)c2)SC1=S | -2% | ? | 15% | ? | -1% | -36%[inhibitor] | 13% | 10%
Cc1cc(C)cc(C(=O)NC(=S)Nc2ccc3[nH]c(=O)[nH]c3c2)c1 | 13% | -3% | 0% | -4% | -3% | -6% | · | 7%
O=C(C[C@H]1C/C=C/CC[C@@H](Cc2ccc(F)cc2)C(=O)O[C@@H](c2ccccc2)CNC1=O)NCCO | 1% | 0% | 11% | -4% | 2% | -16% | ? | -7%
CCOc1ccc2oc(C(=O)Nc3ccc(C)cn3)c(C)c2c1 | -8% | -2% | 7% | 1% | -2% | -27% | -38% | 17%
O=C1CSC2=NCN(c3ccc4c(c3)OCO4)CN12 | -1% | 0% | 2% | -6% | -5% | i | 28% | 2%
CCCNC(=O)c1cc2c(c(-c3cccc(-c4ccccc4F)c3)n1)[C@H](CCO)N(C(=O)CC1CC1)C2 | 8% | 6% | -5% | -4% | 7% | -44%[inhibitor] | ? | ?
CSc1ncccc1C(=O)N1CCCC(C(=O)c2cc(F)ccc2F)C1 (centres undefined) | 7% | 0% | -17% | -6% | -1% | -23% | 2% | 2%
Clc1ccc(OCc2nn3c(C4CCCCC4)nnc3s2)cc1 | -1% | -17% | -13% | 14% | 25% | -32% | ? | 20µM*
COc1ccc(/C=N/Nc2nnc(Cc3ccccc3)c(=O)[nH]2)cc1OC | -10% | 6% | -11% | -2% | -1% | -11% | -7% | 14%
COc1ccc(-c2oc(=O)c3cc(OC)c(OC)cc3c2C#CC2(O)CCCCC2)cc1 | 6% | 4% | 4% | 5% | -3% | i | 3% | ?
COc1ccc(CN(C(=O)c2cnccn2)C(C(=O)NC(C)(C)C)c2cc(OC)c(OC)c(OC)c2)cc1 (centres undefined) | -9% | -11% | 3% | -8% | 0% | i | 7% | -4%
CCCS(=O)(=O)N1CCC(C(=O)NCCCN2CCCC2=O)CC1 | 2% | 4% | 1% | 3% | 0% | -21%[57.5 µM] | 12% | -3%
CCc1ccc(Nc2ncccc2C#N)cc1 | 5% | 14% | 14% | -2% | 13% | -24% | · | 24%
CCNc1nc(NC(C)C)nc(N(n2cnnc2)S(=O)(=O)c2ccc(C)cc2)n1 | 3% | -4% | 12% | -6% | -2% | i | · | 1%
CC(NC(=O)C(=O)NCCc1c[nH]c2ccccc12)c1ccccc1 (centres undefined) | 3% | 5% | 2% | -6% | -1% | -8% | -31% | -3%
CCOCCNC(=O)c1ccc2c3c(cccc13)CC2 | -1% | 8% | 10% | -4% | -8% | -36%[inhibitor] | 17% | -9%
Cc1ccccc1OCCn1c(S(=O)(=O)O)nc2c(N)ncnc21 | 7% | -4% | 7% | -6% | 1% | i | 15% | 0%
COc1ccc([C@H]2CC(=O)C=C(c3ccccc3OC)C2)cc1OC | 26% | -26% | ? | -5% | 9% | -53%[inhibitor] | 23% | 20µM*
CC(C)(CNC(=O)c1cccs1)CNC(=O)c1cccs1 | -9% | -7% | -7% | 9% | -2% | i | 22% | -22%
Cc1c(C)n(C)c2ccc(C(=O)NCCCN3CCOCC3)cc12 | 4% | -14% | -1% | 5% | -6% | i | -3% | -8%
C/C(=N/NC(=O)c1ccc(C(C)(C)C)cc1)c1cccnc1 | 2% | -7% | 3% | 5% | -5% | -42%[inhibitor] | -17% | 22%
COC(=O)c1ccccc1NC(=S)NC(=O)c1ccccc1F | 17% | -3% | -4% | 5% | -7% | -20% | · | ?
COc1ccc(NS(=O)(=O)c2ccc(C)c(C(=O)N(C)CCc3ccc(OC)c(OC)c3)c2)cc1 | 2% | -12% | -2% | -5% | -4% | -26% | 14% | 16%
Cc1ccc(SCC(=O)Nc2ccc3c(c2)OCCO3)cc1 | 1% | -20% | 1% | 4% | -1% | i | · | ?
O=C(NCc1ccc(F)cc1)c1cc(C2CCCCN2C(=O)CCc2ccccc2)on1 (centres undefined) | 12% | -18% | -15% | 16% | 10% | -14% | 45% | ?
O=C(COc1ccc(Cl)cc1)NNC(=S)NCc1ccccc1 | 10% | -6% | -23% | -7% | 14% | -11% | 4% | -4%
COc1ccccc1N=c1sc2ccccc2n1C | 7% | 0% | -11% | 9% | -6% | i | -11% | -11%
O=C(COc1ccc(Br)cc1Br)Nc1ccc(S(=O)(=O)Nc2ncccn2)cc1 | · | · | · | · | 0% | -25% | -15% | 20%
COCCOC(=O)c1c(C)oc2ccc(OC(=O)c3c(OC)cccc3OC)cc12 | 1% | -5% | -1% | 9% | 2% | -5%[57.5 µM] | 20% | 25%
c1ccc2c(c1)CCNC2c1ccncc1 (centres undefined) | 4% | -14% | 0% | 4% | -8% | i | -3% | -13%
COc1ccccc1NC(=O)c1cc2c(CO)cnc(C)c2oc1=Nc1ccc(OC)c(OC)c1 | 8% | 9% | 0% | 6% | -3% | ? | 0% | -1%
CS(=O)(=O)Nc1ccc(C2=NN(C(=O)c3cccc(F)c3)C(c3cccs3)C2)cc1 (centres undefined) | 8% | -6% | ? | 2% | 4% | -49%[inhibitor] | ? | 16%
Fc1ccccc1OCCSc1ncnc2nc[nH]c12 | 16% | -1% | 0%[57.1 µM] | 7% | -2% | -7% | -29% | -1%
O=C(Nc1ccc(Cl)c(C(=O)N2CCOCC2)c1)c1ccccc1 | 7% | -12% | 4% | -5% | 2% | i | 19% | 13%
O=C(NC1CC1)[C@@H]1CSC2c3ccccc3C(=O)N21 (some centres undefined) | 6% | -22% | 4% | 3% | -2% | 4% | -11% | 5%
O=C(NC1CCSC1=O)c1cccc(C(=O)NC2CCSC2=O)c1 (centres undefined) | -9% | 17% | 1% | -3% | 7% | -38%[inhibitor] | 8% | 13%
O=C(c1ccc(Cl)cc1)C1CCN(C(=S)Nc2ccccc2)CC1 | 5% | -25% | 0% | -10% | -10% | -28% | -3% | 12%
COc1cccc(C(C(=O)NC2CCCCC2)N(C(=O)c2ccco2)c2ccccc2OC)c1 (centres undefined) | 6% | -23% | -14% | -5% | -4% | -6% | 18% | -2%
O=C(O)CCC(=O)OCC1CCCCC1 | 3% | 8% | 5% | 0% | 6% | i | -13% | ?
COc1ncnc(OC)c1S(=O)(=O)NCc1ccccc1 | 6% | 24% | 6% | 8% | 2% | -19% | 21% | 0%
CN(C)C1(CNC(=O)c2cccc(S(=O)(=O)Nc3ccc(Br)cc3)c2)CCCCC1 | 6% | -8% | -5% | 8% | 0% | i | -7% | -1%
CCCCNc1c(-c2ccccn2)nc2nc(C)cc(C)n12 | 3% | -10% | -4% | 2% | -3% | -14% | 12% | 27%
Cc1c(Cl)cccc1NC(=O)CC(C(=O)O)C1CCCO1 (centres undefined) | -3% | 6% | 2% | -7% | · | i | 2% | -3%
COC(=O)[C@]1(Cc2ccccc2)N[C@H](CN(C)C(=O)c2ccc(C(C)(C)C)cc2)[C@@H]2C(=O)N(Cc3ccccc3)C(=O)[C@@H]21 | -15% | -2% | 8% | -8% | 0% | i | 14% | 21%
O=C(NCC(c1ccc(F)cc1)N1CCOCC1)c1c(F)cccc1F (centres undefined) | 9% | -9% | 9% | 14% | 0% | i | 10% | -13%
C(=N\N(Cc1ccccc1)c1ccccc1)/c1cccnc1 | 19% | -3% | ? | 25% | 0% | -15% | 4% | 1%

Source: PubChem BioAssay (National Center for Advancing Translational Sciences (NCATS))

This is a subset (hit frequency here may not be typical).
